TRHR PAM: allosterically enhances the human TRH receptor; P34981; TRHR cells, fluo-8 calcium fluorescence, EC20 TRH enhancement; enhancement, % at 2 µM; 360,000 compounds, 0.66% hits; in the data active = enhancement above about 30%; note: 0% is about no effect
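Enhancer read-out: after compound pinning and an initial kinetic agonist-mode read, an EC20 of TRH (10 nM final) was injected and fluo-8 calcium signal (Ex 480/Em 530) followed at 1 s/cycle for 100 cycles in TRHR-expressing cells.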
D2 potentiator: D2 dopamine receptor (human) potentiation; P14416; HEK293 T-REx D2, calcium flux, EC20 dopamine potentiation; potentiation, % at 10 µM; 340,000 compounds, 0.34% hits; AID 485347;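 active = potentiation over 3 SD above the plate norm, cut at about 30% in these data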; note: 0% is about no effect
Target sequence (P14416 whole entry, looked up): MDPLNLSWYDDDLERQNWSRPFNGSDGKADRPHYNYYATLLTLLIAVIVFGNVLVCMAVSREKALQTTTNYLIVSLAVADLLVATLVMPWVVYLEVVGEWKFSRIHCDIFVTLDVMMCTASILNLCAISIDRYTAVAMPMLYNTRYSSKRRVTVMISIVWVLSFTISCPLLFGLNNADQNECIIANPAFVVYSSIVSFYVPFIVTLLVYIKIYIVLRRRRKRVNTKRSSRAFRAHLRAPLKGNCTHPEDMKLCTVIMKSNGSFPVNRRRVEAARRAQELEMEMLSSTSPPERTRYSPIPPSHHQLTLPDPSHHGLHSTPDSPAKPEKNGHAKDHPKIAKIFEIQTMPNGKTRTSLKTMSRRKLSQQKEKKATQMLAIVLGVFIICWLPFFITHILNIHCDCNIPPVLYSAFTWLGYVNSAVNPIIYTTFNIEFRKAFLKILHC
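Calcium flux readout, no-wash dye, 1 read/s. Inducible HEK293 Trex D2 line, overnight 30 C. Compound alone 180 s (agonist flags), then EC20 dopamine, another 180 s to score potentiation.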
D1 antag: human D1 dopamine receptor antagonism. activity change, negative = inhibition, % at 10 µM. AID 504652. P21728. HEK293 TREx D1 cells, calcium flux, dopamine EC80; stronger effect = lower value. 360,000 compounds, 3.2% hits; in the data active = activity change below about -30%; note: % is set by controls: 0 for no effect and ±100 for the full control effect
Target sequence (P21728 whole entry, looked up): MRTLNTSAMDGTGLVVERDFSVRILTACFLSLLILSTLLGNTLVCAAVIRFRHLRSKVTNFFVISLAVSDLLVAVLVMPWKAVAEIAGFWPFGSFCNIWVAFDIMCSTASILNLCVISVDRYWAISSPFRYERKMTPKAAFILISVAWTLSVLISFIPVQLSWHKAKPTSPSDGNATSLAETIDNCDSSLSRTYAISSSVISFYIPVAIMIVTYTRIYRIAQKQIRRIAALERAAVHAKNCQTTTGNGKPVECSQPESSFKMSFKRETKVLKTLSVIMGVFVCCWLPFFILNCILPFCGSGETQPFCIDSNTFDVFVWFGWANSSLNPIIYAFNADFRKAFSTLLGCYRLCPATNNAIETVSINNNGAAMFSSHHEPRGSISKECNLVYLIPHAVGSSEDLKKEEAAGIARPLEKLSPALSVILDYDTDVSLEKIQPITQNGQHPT
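HEK293 T-REx cells expressing inducible, force-coupled D1 receptor; no-wash Ca dye, 30–90 min RT. Cmpd → 180 s read at 1 Hz → EC80 DA → 180 s read.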
Apoferritin bind: binds horse apoferritin like a general anesthetic; P02791; apoferritin/1-aminoanthracene competitive binding, fluorescence; Potency, µM (series often up to 77.5 µM), without a hit: top-dose activity change, negative = displacement, hits mostly inhibitors; 350,000 compounds, 0.074% hits; AID 485281; note: potency is the fitted concentration of half-maximal effect; % is set by controls: 0 for no effect and ±100 for the full control effect; nearly all actives have a fitted effect of over 20% in size
Target sequence (P02791 2-175 limits assumed): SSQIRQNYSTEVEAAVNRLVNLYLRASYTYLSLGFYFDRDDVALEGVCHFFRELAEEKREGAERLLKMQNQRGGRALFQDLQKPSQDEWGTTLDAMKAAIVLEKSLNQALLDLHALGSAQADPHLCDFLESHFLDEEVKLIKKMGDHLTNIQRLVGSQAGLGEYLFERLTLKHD
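Concentration-response curves derived by four-parameter Hill fitting of normalized fluorescence, where compounds displaced 1-AMA from 10 uM horse apoferritin following a brief 10 min room-temperature incubation; propofol titration acted as positive control.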
TRHR agonist: agonists of human TRH receptor; P34981; TRHR cells, calcium flux fluo-8, FDSS agonist mode; activation, % at 2 µM; 360,000 compounds, 0.18% hits; AID 493084; in the data active = activation above about 30%; note: 0% is about no effect
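TRHR-expressing cells, plated overnight in medium with 10% serum, were loaded with fluo-8 calcium dye at room temperature. After a 10 s baseline, library compound was pin-added and calcium release was recorded kinetically (ex 480/em 530) as agonist response.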
D1 ag: activates the human D1 dopamine receptor; P21728; HEK293 T-REx D1 cells, calcium flux, agonist mode; activation, % at 2 µM; 360,000 compounds, 1% hits; AID 504660; in the data active = activation above about 30%; note: 0% is about no effect
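Agonism was scored from calcium flux recorded over 180 s (1 read/s) after pintool compound addition, following a 10-cycle baseline. Cells were inducible force-coupled HEK293 TREx D1, plated overnight at 30 C and loaded with no-wash calcium dye.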
D1 PAM: enhances dopamine response at the human D1 receptor | 360,000 compounds, 0.036% hits | HEK293 TREx D1 cells, calcium flux, dopamine EC20 potentiation | potentiation, % at 10 µM | P21728 | AID 504651; in the data active = potentiation above about 30%; note: 0% is about no effect
RXFP1 antagonist: blocks the human relaxin receptor RXFP1. AID 1259400. HEK293-RXFP1, relaxin-stimulated cAMP HTRF, 30 min; stronger effect = lower value. activity change, negative = inhibition, % at 57.5 µM. Q9HBX9. 350,000 compounds, 0.59% hits;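 active = activity change of -60% or lower, but not beyond a set lower limit; inconclusive = change between -60% and -40%, or beyond the set limit; inactive = change above -40%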; note: % is set by controls: 0 for no effect and ±100 for the full control effect
RXFP1 ag: RXFP1 (human) receptor agonism. HEK293T-RXFP1 cAMP TR-FRET, 30 min; response scale: percent of porcine relaxin response, buffer zero. Potency, µM (highest dose often 57.5 µM), inactives show at the highest dose activation, hits mostly activators. 370,000 compounds, 0.3% hits. AID 2676; note: potency is the fitted concentration of half-maximal effect; % is set by controls: 0 for no effect and ±100 for the full control effect; nearly all actives have a fitted effect of over 60% in size; many of its hits are not listed in these tables
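cAMP rise read by TR-FRET after 30 min, 37C compound exposure (up to 58 uM) in RXFP1-transfected HEK293 cells with Ro 20174 present. EC50 from Hill-equation fits, with 29 nM porcine relaxin as 100% and buffer as basal.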
The depositor's hits bear a star; ? = inconclusive; . = not tested or not shown; & = joins results of further samples; [ ] = dose if it differs, or a comment. Unless noted, calls come from the whole dose curve; as a rule, active = well fitted curve in the direction sought with a large enough effect; inconclusive = small, poorly fitted or top-dose-only effect, or another doubt; inactive = no such curve, though single readings can be large; an effect the other way counts as inactive or inconclusive. Not all compounds are listed; count on the stated rates, not on these rows.

SMILES	TRHR PAM	D2 potentiator	D1 antag	Apoferritin bind	TRHR agonist	D1 ag	D1 PAM	RXFP1 antagonist	RXFP1 ag
CCC(Oc1ccccc1)C(=O)Nc1ccc(OCc2cc(=O)n3ccc(C)cc3n2)cc1 (stereo not drawn)	-6	-8	-6	-8%	-0.6	0	1	-10	3.4%
O=C(COc1ccccc1Cl)Nc1ccc(CN2CCCCC2)cc1	5	-5	1	?	7.4	24	-4	16	-1.2%
COc1cc(OC)c2c(-c3ccccc3)cc(=O)oc2c1C(CCN1CCCC(C)C1)c1ccc2c(c1)OCO2 (stereo not drawn)	0	-12	-28	-13%&-13%	0.3	10	-6	.	0.0%
C=CCNC(=S)NNC(=O)c1ccc2c(c1)OCO2	-11	-4	-5	-5%	0.2	1	5	-2	0.9%
COc1cc(C2N=C(N)Nc3nc4ccccc4n32)ccc1OCC(=O)O (stereo not drawn)	-10	-1	16	0%	1.2	-1	-4	3	0.7%
COc1ccc(Cl)cc1S(=O)(=O)n1ccnc1	-2	3	-20	-1%	-0.2	5	-1	1	-0.7%
Cc1cccc(NC(=O)CSC2=Nc3ccccc3C3=NC(CCC(=O)NCc4ccc(F)cc4)C(=O)N23)c1 (stereo not drawn)	-6	-9	-8	-4%	-0.7	0	8	-2	?
Cc1sc2c(c1C)c(=O)n(-c1ccc(Cl)cc1)c(=O)n2Cc1cc(=O)n2cc(Br)ccc2n1	-2	3	4	-6%	0.2	1	3	-8	29%
COc1cc(/C=N/NC(=O)CC#N)ccc1Oc1nc(Cl)ncc1F	-8	-3	-11	-12%	1.1	4	1	4	4.2%
Cc1[nH]nc(Nc2ccc(C(C)C)cc2)c1[N+](=O)[O-]	-8	14	-3	-18%	2.7	9	-9	11	-3.8%
O=C(NCCc1nc2ccc(Cl)cc2[nH]1)C1CCC(=O)N(Cc2cccc(F)c2)C1 (stereo not drawn)	13	10	1	-2%	-0.5	3	9	-6	-0.1%
O=C(N/N=C/c1cccc2ccccc12)c1cccc(F)c1	-1	-24	2	-15%	-0.9	8	0	-28	-2.9%
Cc1cc(C)n2c(Nc3ccc4c(c3)OCCO4)c(-c3ccc(C)o3)nc2n1	6	-2	23	-12%	-0.6	1	-5	.	1.4%
CC(C)C[C@H](NC(=O)c1nc[nH]c1C(=O)N1CCN(c2ccccc2)CC1)C(=O)OC(C)(C)C	3	-3	-8	-19%	-0.3	0	-1	.	-0.3%
COc1ccc(C(=O)CSc2nc3ncccc3[nH]2)cc1OC	4	12	-3	-1%	-2.6	1	-12	-14	-1.6%
O=C(c1oc(=O)c2ccccc2c1-c1ccccc1)N1CCC(O)CC1	2	4	9	-10%	-0.1	3	-1	9	4.1%
CN(C(=O)c1ccc(C#N)cc1)c1nnc(-c2cnccn2)s1	8	11	6	0%	0.5	2	4	5	0.0%
COc1ccc(-c2cc(C(C)=O)c(C)n2CCC(=O)NCc2ccccc2OC)cc1	-6	-14	17	0%	-0.9	0	-7	-20	-0.8%
COc1cccc(OCC(=O)NNC(=S)Nc2ccc(Cl)cc2Cl)c1	-7	0	-11	-12%	-0.8	10	-4	5	-0.1%
CCN(CC(=O)Nc1ccc(C(C)=O)cc1)CC(=O)Nc1cccc(OC)c1	-2	1	-11	-9%	0.2	0	-1	-27	-0.6%
CN/S(=N/S(=O)(=O)c1ccccc1)c1ccc(C)cc1 (stereo not drawn)	2	14	2	-7%	-0.9	2	-6	-3	-0.6%
O=CN/N=C/c1c(O)ccc2ccccc12	11	-1	9	-14%	-0.1	2	-2	-4	0.9%
Cc1cc(C)cc(OCC(=O)NCC2(N3CCOCC3)CCCCC2)c1	8	11	-12	135%[activator]	-1.0	0	-1	-24	-0.1%
Cc1nc(NCCCn2ccnc2)c2oc3ccccc3c2n1	5	16	10	-13%	-0.6	0	1	4	2.0%
Cc1cccc(CN2C(=O)c3ccccc3S(=O)(=O)c3ccc(C(=O)OCC4CCCO4)cc32)c1 (stereo not drawn)	-5	-1	-6	?	0.7	6	-2	-8	1.2%
Cc1cccc(OCCCC(=O)O)c1C	2	9	12	3%	2.1	2	13	15	-0.2%
CN(C)S(=O)(=O)c1cccc(NC(=O)CCSc2ccc(Cl)cc2)c1	1	-20	-22	-14%	0.3	16	-3	-8	0.1%
O=C(Nc1ncn[nH]1)c1ccc(S(=O)(=O)N2CCOCC2)cc1	-2	3	9	-1%	0.7	0	6	3	1.5%
CCOC(=O)NC(Nc1sc2c(c1C(N)=O)CCCC2)(C(=O)OCC)C(F)(F)F (stereo not drawn)	24	4	-6	-14%	-0.1	0	-1	-3	0.5%
COCCN(C)C(=O)CC1C(=O)NCCN1CC(c1ccccc1)c1ccccc1 (stereo not drawn)	-5	1	-3	-4%	-0.5	1	-2	-4	2.4%
CCOC(=O)c1nc(NCc2ccccc2)sc1C	4	15	-3	-15%	-0.8	11	-5	-5	2.6%
COc1cccc(CN2C(=O)Nc3ccccc3C(=O)N2C(C)(C)C)c1	-4	-7	19	-5%	1.4	0	6	1	0.5%
O=C(NCC(=O)N(Cc1ccccc1)C(C(=O)NC1CCCCC1)c1ccco1)c1ccco1 (stereo not drawn)	-9	4	9	-2%	0.8	-1	-2	0	0.6%
CC1(C)Oc2ccc(C(=O)NC3CC3)cc2N(CC(=O)N2CCOCC2)C1=O	0	-2	-2	-6%	-0.5	5	-5	-5	0.4%
CCc1ccccc1NC(=O)CSc1ncc(S(=O)(=O)c2ccccc2)c(N)n1	-2	2	2	?	-0.1	3	1	.	2.8%
CN(CC(=O)Nc1ccccc1Br)C(=O)CN1CCN(c2ccccc2Cl)CC1	-1	3	-22	.	0.0	3	.	-3	3.8%
N/C(Cc1ccc(Cl)cc1)=N\OC(=O)c1cccc2ccccc12	1	-9	0	?	0.7	6	-8	-6	3.1%
COc1ccccc1-c1nnc(SCC(=O)OC(C)C)o1	-3	24	11	-12%	0.0	1	-5	4	1.2%
CC1CC(C)CN(C(=O)c2ccccc2Nc2ccc(SC(F)F)cc2)C1 (stereo not drawn)	8	0	3	3%	-0.1	2	-1	-23	0.2%
COC(=O)c1ccc(NC(=O)CCc2c(C)nn(-c3ccc(N4CCCCC4)nn3)c2C)cc1	6	-8	1	1%	-0.1	2	-3	-3	-0.7%
CN1CCN(c2ccc(NC(=O)c3cc4ccccc4o3)cc2)CC1	-2	6	13	?	-0.1	9	-3	1	0.4%
Cc1cc(C)cc(N2C(=O)CC(n3ccnc3)C2=O)c1 (stereo not drawn)	-2	22	13	-13%	0.5	0	-3	-1	-0.5%
COc1ccccc1CNS(=O)(=O)c1cc(C)ccc1OC	6	-2	-2	-7%	0.4	4	-2	-8	2.0%
COc1ccc(NC2=NCC(Cc3ccc(Br)cc3)S2)cc1 (stereo not drawn)	5	-6	3	-4%	0.1	32*	-5	-21	-7.4%
CCOC(=O)C1(Cc2ccc(OC)cc2)CCN(C(=O)c2sc(C)nc2C)CC1	-1	1	-14	-7%	-0.1	3	1	-10	-3.0%
O=C(Nc1ccc(Oc2ccccc2)nc1)C1CCCCN1Cc1cccc(OCCO)c1 (stereo not drawn)	-5	-1	-2	-13%	-0.3	3	0	34	0.4%
COc1ccc(N2CCN(C(=O)COC(=O)CNC(=O)c3cccc(OC(F)F)c3)CC2)cc1	-4	9	-11	.	-0.4	1	-1	-7	-0.8%
Cc1ccc(C)c(N2CCN(S(=O)(=O)c3cccc4cccnc34)CC2)c1	-4	-1	-5	-22%	-0.7	2	-3	-4	0.3%
Cn1c(COc2ccc3ccccc3c2)nnc1SCC(=O)O	1	-11	6	-8%	0.4	4	-3	7	2.3%
CC(=O)NCCC(=O)Nc1nc(-c2ccc3c(c2)OCCO3)cs1	-1	-15	5	-6%	-0.3	2	-1	0	-0.4%
CCCCOC(=O)C1=C(C)Nc2nnnn2C1c1ccccc1Cl (stereo not drawn)	5	-1	10	?	-0.2	-1	2	4	0.7%
CCc1cccc(CC)c1NC(=O)CCS(=O)(=O)c1ccc(Br)cc1	-6	4	-4	71%[activator]	-1.0	3	0	-16	-4.6%
Nc1nonc1-n1nnc(C(=O)N/N=C/c2ccncc2)c1CSc1ccccc1	-3	0	-47*	2%	-0.3	18	-4	-5	-3.4%
CC(=O)N1CCN(Cc2nc3cc(NC(=O)C4CCCCC4)ccc3n2C)CC1	-3	-9	20	-7%	0.4	1	-3	19	0.0%
COc1ccc(CN(C(=O)Cc2coc3ccc(C)cc23)C2CCS(=O)(=O)C2)cc1 (stereo not drawn)	29	3	1	-10%	-0.2	5	-1	-19	0.2%
O=C(Nc1cccc([N+](=O)[O-])c1)N1CCCc2ccccc21	-25	-1	1	-14%	0.2	1	-2	1	3.3%
C[N+](C)(C)c1ccc(/C=N/Nc2nc(Cl)c(C#N)c(Cl)c2Cl)cc1	-10	-13	10	-7%	0.6	6	-3	-32	-1.3%
O=C(CCNC(=O)c1ccc(Br)cc1)Nc1ccc(S(=O)(=O)N2CCCCC2)cc1	6	-5	-1	.	0.2	0	-4	-1	0.2%
Cc1cccc(-c2nsc(SCC(=O)NCc3ccc4c(c3)OCO4)n2)c1	-4	7	0	4%	-0.9	2	-6	-10	1.3%
CCC(=O)N1CCc2cc(CNC(=O)c3ccc(F)cc3)ccc21	1	-33	2	-6%	-0.1	-1	1	8	-0.1%
CCCn1c(SCC(=O)N2c3ccccc3CC2C)nnc1-c1ccco1 (stereo not drawn)	9	43*	-6	-12%	0.2	4	-2	1	-2.1%

Profiles from above:
Listed for CCOC(=O)C1(Cc2ccc(OC)cc2)CCN(C(=O)c2sc(C)nc2C)CC1 = TRHR PAM: -1; D2 potentiator: 1; D1 antag: -14; Apoferritin bind: -7%; TRHR agonist: -0.1; D1 ag: 3; D1 PAM: 1; RXFP1 antagonist: -10; RXFP1 ag: -3.0%
Listed for Cc1ccc(C)c(N2CCN(S(=O)(=O)c3cccc4cccnc34)CC2)c1 = TRHR PAM: -4; D2 potentiator: -1; D1 antag: -5; Apoferritin bind: -22%; TRHR agonist: -0.7; D1 ag: 2; D1 PAM: -3; RXFP1 antagonist: -4; RXFP1 ag: 0.3%
Listed for Cc1cc(C)cc(N2C(=O)CC(n3ccnc3)C2=O)c1 (stereo not drawn) = TRHR PAM: -2; D2 potentiator: 22; D1 antag: 13; Apoferritin bind: -13%; TRHR agonist: 0.5; D1 ag: 0; D1 PAM: -3; RXFP1 antagonist: -1; RXFP1 ag: -0.5%

Compound activity from PubChem.
